# Screening results deposited in PubChem BioAssay by National Center for Advancing Translational Sciences (NCATS).
# UDG counterscr: counter-screen for AID inhibitors: uracil-DNA glycosylase inhibition; FRET deamination/UDG coupled assay, UDG read, 4 h; Potency, µM (titrated, usually from 115 µM), inactives show at the top dose activity change, negative = inhibition, most hits filed as inhibitors; 0.14% of 91,000 active; AID 1347430; also: nearly all actives have a fitted effect of over 65% in size
# AID inh: blocks human AID cytidine deaminase activity | AID 1347428 | 0.32% of 91,000 active | Potency, µM (top dose mostly 115 µM), for inactives: at the highest dose activity change, negative = inhibition, actives largely listed as inhibitors | AID deamination FRET fluorescence, UDG-coupled, 4 h; also: nearly all actives have a fitted effect of over 25% in size
# Target sequence (Q9GZX7 whole entry, looked up): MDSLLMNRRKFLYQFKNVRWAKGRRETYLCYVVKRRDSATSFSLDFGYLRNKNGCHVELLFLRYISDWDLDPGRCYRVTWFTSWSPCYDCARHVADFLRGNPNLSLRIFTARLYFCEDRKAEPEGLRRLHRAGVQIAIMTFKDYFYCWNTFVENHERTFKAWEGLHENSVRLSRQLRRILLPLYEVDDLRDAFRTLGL
# * marks the source's active call; other numbers are inactive results; ? = inconclusive; [ ] = remark or other dose. Calls follow the shape of the dose curve; as a rule, active = well fitted curve in the direction sought with a large enough effect; inconclusive = small, poorly fitted or top-dose-only effect, or another doubt; inactive = no such curve, though single readings can be large; an effect the other way counts as inactive or inconclusive. % is scaled to controls: 0 for no effect and ±100 for the full control effect; potency is read from the fitted curve at half-maximal effect. These rows are one share of the data, so the mix of outcomes need not match the whole.
Molecule,UDG counterscr,AID inh
COc1cc(OC)cc(C(=O)Nc2c(NC3CCCCC3)c3ccccc3oc2=O)c1,-2%,-1%
Cc1ccc(OCCn2c(C3CC(=O)N(Cc4ccc(F)cc4)C3)nc3ccccc32)c(C)c1 (stereo not given),?,35µM*
O=c1c2cccnc2n(Cc2cccc(F)c2)c(=O)n1Cc1ccccc1Cl,1%,4%
COc1cc(C2c3c(oc4ccc(C)cc4c3=O)C(=O)N2Cc2ccccc2)ccc1O (stereo not given),1%,4%
Cc1ccc(NC(=O)Cc2c(C(=O)O)c(C)cn2C)cc1Cl,5%,67%[activator]
CC(C)C(NC(=O)c1ccc(Cl)cc1)C(=O)NCc1cnn(-c2ccccc2)c1 (stereo not given),7%,3%
O=C(O)CCCOc1ccc(Br)cc1,-3%,-2%
Cc1cccc(CN2CCN(c3nc4c(c(=O)[nH]c(=O)n4C)n3CCc3ccccc3)CC2)c1,7%,-10%
CC(C)CCC(C)NC(=S)Nc1ccc(Cl)cc1 (stereo not given),-2%,-11%
CCN(CC)C(=O)CSc1nc2ccsc2c(=O)n1Cc1ccccc1Cl,-11%,?
Cc1cccc(C)c1NC(=O)C1(NC=O)CCCCC1,-4%,0%
CCn1c(CC2C(=O)N(C)c3ccc(Br)cc32)nc2ccccc2c1=O (stereo not given),0%,?
CCN(CC)S(=O)(=O)c1ccc2oc(C(=O)NCc3ccccc3OC)c(C)c2c1,-1%,?
Cc1ccc(-c2nc3ccccn3c2Nc2c(C)cccc2C)o1,5%,-20%
CC(C)CSc1ccccc1NC(=O)c1sc2nc(-c3ccncc3)ccc2c1N,-8%,4%
O=C(c1cc2ccccc2oc1=O)N1CCN(C(c2ccccc2)c2ccccc2)CC1,10%,-13%
CC1CCN(CC2CCN(C(=O)Nc3ccc(Br)cc3F)CC2)CC1,-17%,-12%
COc1ccc(C(C)=O)cc1CSc1c(C)c(C)cc(C)c1C,-1%,-1%
COC(=O)c1cc2ccccc2cc1OS(=O)(=O)c1ccc(C)cc1C,0%,-5%
CCc1cccc(NC(=O)C2CCC(CNS(=O)(=O)c3ccc(Br)s3)CC2)c1 (stereo not given),-16%[57.5 µM],5%
CC(C)Cc1nn2c(=O)cc(COC(=O)c3cccc(NS(C)(=O)=O)c3)nc2s1,-3%,16%
Cc1cc(C)cc(N2CC(c3nc(-c4cccc(Cl)c4)no3)CC2=O)c1 (stereo not given),11%,-23%
COCCNC(=O)N1CCN(c2oc(-c3ccco3)nc2C#N)CC1,-4%,-5%
O=C(CCS(=O)(=O)c1cc2c(cc1Cl)NC(=O)CO2)NCCc1ccccc1,11%,11%
CC(=O)NNC(=S)Nc1ccc(C)c(C)c1,3%,-6%
CCc1ccc(-c2cn3c(n2)sc2cc(C(=O)NCCC4=CCCCC4)ccc23)cc1,-6%[57.5 µM],13%
Cc1ccc(OCC(=O)Nc2ccc3c(c2)sc(=O)n3C)cc1,-25%,29%
O=C(CSc1c2c(nc3cc(Cl)ccc13)CCCC2)N1CCN(c2ccccc2)CC1,4%,?
CCOc1ccc(C(=O)N2CC(=O)Nc3ccc(F)cc3C2c2ccc(F)cc2)cc1 (stereo not given),-5%,-12%
CCOC(=O)c1ccc(NC(=O)C2CC(=O)NC(=Nc3ccc(C)c(C)c3)S2)cc1 (stereo not given),-6%,?
Cc1ccc(-c2cc(C(=O)O)c3ccccc3n2)cc1,24%,-8%
CN1CCN(C(=O)c2ccc3c(c2)N(Cc2ccc(Cl)cc2)C(=O)c2ccccc2S3(=O)=O)CC1,-7%,-6%
CC(=O)c1sc(=S)n(C)c1C,2%,-1%
CCN1CCN(c2cc(C)c3cc(NC(=O)/C=C/c4cccc(Cl)c4)ccc3n2)CC1,-20%,?
O=c1c2cnn(-c3ccc(Cl)cc3)c2ncn1Cc1ccc(Cl)cc1Cl,-11%,11%
CCS(=O)(=O)N1CCc2cc(C(=O)Nc3ccc(Br)cc3F)ccc21,-18%,6%
Fc1ccccc1N1CCN(c2ncnc3c2nc2n3CCCCC2)CC1,1%,-5%
Cc1ccc(C)c(OCCn2cc(C(=O)c3ccco3)c3ccccc32)c1,16%,?
COc1ccc(N(C(=O)c2cccs2)C2C=CS(=O)(=O)C2)cc1 (stereo not given),9%,-8%
N#CCc1ccc(OCc2ccccc2N)cc1,-4%,-5%

# Continued (2 carried over from the part before).
Molecule,UDG counterscr,AID inh
COc1ccc(N(C(=O)c2cccs2)C2C=CS(=O)(=O)C2)cc1 (stereo not given),9%,-8%
N#CCc1ccc(OCc2ccccc2N)cc1,-4%,-5%
Cc1ccc(CN(C(=O)CCc2c[nH]c3ccccc23)C(C)C)o1,-10%,-4%
COc1ccc(CC(=O)OC(C)C(=O)c2ccc(C)cc2)cc1Br (stereo not given),-5%,8%
COc1ccc(/C=C(\C#N)C(=O)C(C)(C)C)c(OC)c1,10%,1%
O=C(Nc1nc2n(n1)C(c1ccc(F)cc1)C=C(c1ccccc1)N2)c1cccc([N+](=O)[O-])c1 (stereo not given),2%,-5%
CC(C)n1ncc2c(C(=O)NCc3ccccc3F)c3c(nc21)CCC3,-1%,-9%
O=C(CSc1nc2c([nH]c3ccccc32)c(=O)n1-c1ccccc1)N1CCCc2ccccc21,-1%[57.5 µM],7%
Cc1cc(Cl)ccc1NC(=O)C1CC2CCC1C2 (stereo not given),-3%,-5%
O=C(CN1CCN(c2nc(-c3ccccn3)nc3scc(-c4ccccc4)c23)CC1)N1CCCC1,-4%,?
O=C(CN1CCN(c2ccc(F)cc2)CC1)Nc1ccnn1Cc1ccccc1Cl,-5%,3%
Cc1cccc(C(=O)NC23CC4CC(CC(C4)C2)C3)c1,-12%,-8%
Cc1nc2sccn2c(=O)c1S(=O)(=O)N1CCN(c2ccc(F)cc2)CC1,30%,-5%
Cc1ccc(Nc2nc(C(N)=O)c(NC(=O)c3ccccc3Br)s2)cc1,-6%,4%
CCN(CCCNC(=O)Cn1ncc2c([nH]c3ccc(C)cc32)c1=O)c1ccccc1,0%,-16%
Cc1ccccc1-c1cc(=O)c2cc(NC(=O)c3ccccc3)ccc2o1,-6%,5%
Cc1ccc(C(=O)C(C#N)C(=O)NC2CCCCC2)c(C)c1 (stereo not given),-1%,-2%
CN(c1ccccc1)c1ncnc2c1cnn2C,-3%[57.5 µM],-11%

# Single values from the list:
# UDG counterscr result of CCN(CCCNC(=O)Cn1ncc2c([nH]c3ccc(C)cc32)c1=O)c1ccccc1 = 0%
# UDG counterscr result of CN(c1ccccc1)c1ncnc2c1cnn2C = -3%[57.5 µM]
# AID inh result of O=C(CN1CCN(c2ccc(F)cc2)CC1)Nc1ccnn1Cc1ccccc1Cl = 3%
# AID inh result of Cc1ccc(C(=O)C(C#N)C(=O)NC2CCCCC2)c(C)c1 (stereo not given) = -2%

# Next section.
Molecule,UDG counterscr,AID inh
O=C(c1ccc2c(c1)N(Cc1ccccc1F)C(=O)c1ccccc1S2(=O)=O)N1CCCC1,-4%,-7%
COc1ccc(-c2coc3cc(OC(=O)C(C)C)ccc3c2=O)cc1,-2%,1%
COc1cccc(NC(=O)Nc2cccc(-c3cn4cccnc4n3)c2)c1,20%,-14%
COc1ccc(/C=C(/C#N)c2ccc(C(F)(F)F)cn2)cc1OC,11%,5%
COc1ccc(-c2noc(CN(C(=O)COc3cc(C)c(Br)c(C)c3)C(C)C)n2)cc1,-5%,2%
COc1cc(SC)ccc1C(=O)N1CCC(Cc2ccccc2)CC1,-4%,?
N#Cc1ccsc1NC(=O)CSc1nnc(-c2ccccc2Cl)n1C1CCCC1,-5%,-10%
COc1cc(OC)cc(-c2nc3nc(C)c(CCC(=O)Nc4ccc(F)cc4F)c(C)n3n2)c1,-9%,0%

# Complete entries as entered above.
# Listed for Cc1ccc(Nc2nc(C(N)=O)c(NC(=O)c3ccccc3Br)s2)cc1 = UDG counterscr: -6%; AID inh: 4%
# Listed for COc1ccc(CC(=O)OC(C)C(=O)c2ccc(C)cc2)cc1Br (stereo not given) = UDG counterscr: -5%; AID inh: 8%

# The results go on:
Molecule,UDG counterscr,AID inh
O=C(Cn1cc(S(=O)(=O)c2ccccc2)c(=O)c2cc3c(cc21)OCO3)Nc1ccccc1,5%,21%
O=C(NC1CC(=O)N(c2cccc(F)c2)C1)C1CCCCC1 (stereo not given),1%,5%
O=C(Cn1c(=O)n(-c2ccccc2)c(=O)c2ccc(C(=O)NCc3ccc4c(c3)OCO4)cc21)Nc1ccc(Br)cc1,-8%,-4%
Cc1ccc(CN2CCc3nc(Nc4ccc5c(c4)OCCO5)ncc3C2)cc1,?,?
O=c1[nH]c(=O)n(-c2ccccc2F)c2c1C(C(F)(F)F)(C(F)(F)F)N=C(c1ccncc1)N2,38%[activator],-5%
COc1ccc(S(=O)(=O)NCCc2csc(-c3ccc(F)cc3)n2)cc1F,-25%,-6%
CCn1c(=O)cc(OCC(=O)Nc2cc(Cl)c(OC)cc2OC)c2ccccc21,-2%,1%
Nc1nc(CN2CCN(C(=O)c3cc(C(F)(F)F)cc(C(F)(F)F)c3)CC2)nc2ccccc12,-19%,-4%

# Next structures.
# Values run as follows: UDG counterscr, AID inh
- Cc1c(Cl)cccc1NC(=O)c1ccc2snnc2c1
→ 4%, 38%[activator]
- Cc1ccc(OCC(=O)NCC2(N3CCN(C)CC3)CCCCC2)cc1
→ -8%[57.5 µM], 15%
- COc1ccc(CCNC(=O)C2COc3ccccc3C2)cc1OC (stereo not given)
→ -14%, -4%
- CCCCCCCCS(=O)CCCCC(=O)OCC (stereo not given)
→ -3%, -5%
- CCCNC(=O)C1CCN(c2cc(C)nc3c(-c4ccc(OC)c(OC)c4)c(C)nn23)CC1
→ 3%, -2%
- O=C(CCc1ncc(-c2ccc(Cl)cc2Cl)o1)N1CCN(S(=O)(=O)c2ccccc2)CC1
→ -11%, -19%
- CNC(=O)c1cc(=O)n(CC(=O)Nc2ccc(C(C)=O)cc2)c2ccccc12
→ 6%, 3%
- COc1cc(C(=O)Nc2ccccc2-c2nc(-c3ccccc3)no2)cc(OC)c1OC
→ 0%, 4%
- Cc1cc(C)cc(NC(=O)CN2C(=O)c3ccccc3Sc3ccc(C(=O)N4CCCC4)cc32)c1
→ -14%[57.5 µM], -24%
- O=C(c1ccc(Cl)cc1)[C@@H]1[C@H]2C(=O)[C@@H]3OC[C@@H](O3)[C@@H]12
→ -2%, 7%
- CC1=C(C(N)=O)C(c2ccc(F)cc2)n2nc(-c3ccccc3Cl)nc2N1 (stereo not given)
→ 1%, -7%
- COc1ccc(-c2c(C)oc3c(C)c(O)ccc3c2=O)cc1
→ -3%, -1%
- Cc1ccc(CNC(=O)CN(c2cc(C)cc(C)c2)S(=O)(=O)c2c(C)noc2C)cc1
→ -6%, -7%
- COc1ccc(CC(=O)N2CC(=O)Nc3ccc(Br)cc3C2c2ccc(F)cc2)cc1OC (stereo not given)
→ -5%, -21%
- O=C(CSc1oc(-c2ccco2)nc1S(=O)(=O)c1ccc(Br)cc1)c1ccc(Cl)cc1
→ -27%, 0%
- CCC(C(=O)NC1CCC(C)CC1)n1nc(C)c2sc3ccccc3c2c1=O (stereo not given)
→ -4%, -13%
- COc1ccc(-c2[nH]ncc2C(=O)NCc2cccc(Cl)c2)cc1
→ -3%, 2%
- Cc1ccc(CNC(=O)Cn2c(=O)n(-c3ccccc3)c(=O)c3c2c2cc(C)ccc2n3C)cc1
→ 10%, -5%
- CCCn1c(-n2nc(C)cc2C)nc2c1c(=O)n(CCN1CCCCC1)c(=O)n2C
→ 5%, 0%
- CC(C)NC(=O)NC(=O)CSc1nnc(COc2ccccc2Cl)o1
→ 1%, -7%
- C=CCNC(=O)c1ccccc1CSc1nc2ccccc2o1
→ 2%, -6%
- C(=N\N=C1c2ccccc2-c2ccccc21)/c1cccs1
→ -21%, -19%
- COc1cccc(-c2ccnc3c(-c4ccc(F)cc4)c(C)nn23)c1
→ -18%, 4%
- O=S(=O)(NCCc1csc(-c2ccc(F)cc2)n1)c1ccccc1F
→ -6%, 3%
- O=C(OCc1nnnn1-c1ccccc1)C1(c2ccccc2)CCC1
→ 2%, 1%
- CCCCc1nnc(NC(=O)c2ccc3ccn(C)c3c2)s1
→ 9%, 15%
- CCCCCCNC(=O)c1ccc(Nc2ccc(-c3ccc(C)cc3)nn2)cc1
→ 13%, 2%
- COc1ccc(CCNC(=O)c2nn(C)c3c2CSc2ccccc2-3)cc1OC
→ -12%[57.5 µM], ?
- O=C(Nc1ccc(F)cc1)c1ccc2c(=O)n3c(nc2c1)CCCCC3
→ -1%, -14%
- CCOc1ccc(-c2nnc(SCC(=O)NCCc3ccccc3)nc2-c2ccc(OCC)cc2)cc1
→ -8%, 3%
- Clc1cccc(N/N=C/c2ccc(Br)cc2)n1
→ 1%, 6%
- CCCc1sc(C(=O)N2CCCCC2C)cc1Br (stereo not given)
→ -4%, -9%
- O=C1/C(=C/c2ccccc2Cl)C(c2ccccc2)Oc2ccccc21 (stereo not given)
→ -3%, -12%
- CCc1ccc(CNC(=O)CN2C(=O)c3cccnc3Oc3ccc(C)cc32)cc1
→ 34%[activator], ?
- COc1ccccc1NC(=O)C(=O)NCC(c1cccnc1)N1CCc2ccccc2C1 (stereo not given)
→ 6%, 18%
- CCCC(C)NC(=O)C1CCN(C(=O)c2ccc(C(F)(F)F)cc2)CC1 (stereo not given)
→ 9%, 7%
- Cc1cc(NC(=O)CCNS(=O)(=O)c2cccc3nsnc23)ccc1Br
→ -3%, -4%
- COc1ccc(C(CNC(=O)COc2cc(C)cc(C)c2)N2CCCCC2)cc1 (stereo not given)
→ -22%, ?
- Cc1nn(Cc2ccccc2)c(C)c1NC(=O)Nc1cccc(Cl)c1
→ -6%, 10%
- CC(C)N(C(=O)CSc1ncnc2ccccc12)c1ccccc1
→ -1%, -9%
